# High-throughput results: PubChem, several laboratories
# GALR2 blocker: GALR2 (human) receptor antagonism; 140,000 compounds, 0.39% hits; AID 828; inhibition, % at 4 µM; GALR2-expressing cells, antagonist mode; in the data active = inhibition above about 27%;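 also: cells stimulated with galanin 1-16 at roughly its EC80; 0% = agonist challenge control and 100% = basal control without agonist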
# Target sequence (O43603 whole entry, looked up): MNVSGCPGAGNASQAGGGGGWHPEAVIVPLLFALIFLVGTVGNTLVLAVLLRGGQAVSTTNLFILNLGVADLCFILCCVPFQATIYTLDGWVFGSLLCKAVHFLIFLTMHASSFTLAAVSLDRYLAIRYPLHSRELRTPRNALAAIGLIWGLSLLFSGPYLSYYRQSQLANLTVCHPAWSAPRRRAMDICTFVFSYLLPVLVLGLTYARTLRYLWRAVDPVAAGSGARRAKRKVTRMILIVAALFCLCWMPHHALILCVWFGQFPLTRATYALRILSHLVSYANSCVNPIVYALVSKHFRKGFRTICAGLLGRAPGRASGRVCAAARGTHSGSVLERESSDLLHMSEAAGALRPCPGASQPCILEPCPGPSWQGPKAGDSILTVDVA
# Measles CPE: protection of cells from measles virus; Measles virus-infected cells, CPE protection, absorbance; protection (pct of control), % at 4 µM; 140,000 compounds, 1.5% hits; in the data active = protection mostly above about 24%, no sharp cut-off; inactive = mostly below about 26%; also: some compounds called inactive have numbers as strong as hits
# Yeast life ext: yeast lifespan extension; S. cerevisiae growth with nicotinamide, OD615; deaD strain in restrictive glucose medium; 130,000 compounds, 0.68% hits; inhibition of the nicotinamide effect, % at 10 µM;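 active = inhibition above a set limit, placed 3 SD over the median of all compounds, cut at about 26% in these data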;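 also: 0% = nicotinamide-treated wells and 100% = cells grown without nicotinamide; some compounds called inactive have numbers as strong as hits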
#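 System: DeaD-strain S. cerevisiae / Buffer or medium: CSMM-D, restrictive glucose (dextrose) synthetic minimal medium / Probe or stimulus: nicotinamide, 1.5 mM, co-present with compound / Compound: one concentration, 10 µM, DMSO 0.25% / Incubation: 48 h compound exposure at 30 °C, humidified / Technique: optical density (absorbance) at 615 nm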
# HCT116 PTEN-null: growth suppressors of cells with PTEN tumor suppressor deletion. HCT116 PTEN-null viability, CellTiter-Glo, 60 h; active compounds read low. viability, % at 10 µM. 140,000 compounds, 1.2% hits. AID 827;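 active = viability at or below a set limit, 4 SD under the median of all tested compounds, cut at about 3.7% in these data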;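 also: PTEN knockout HCT116 line with beta catenin targeted HCT116 as companion control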
# MRP-1 activ: activators of MRP-1; viability increase, % at 10 µM; H69AR cells + doxorubicin, viability rescue, CellTiter-Glo; 140,000 compounds, 0.61% hits;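 active = viability gain under doxorubicin at or above a set limit, the compound median plus 3 SD, cut at about 4.7% in these data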;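 also: MRP-1 overexpressing cells given doxorubicin 25 µM after compound pretreatment; 18-22 h compound pretreatment then 72 h with doxorubicin before readout; 0% = doxorubicin-only wells and 100% = vehicle-treated cells without doxorubicin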
# BB579 growth dn: reduces growth of yeast BB579 in restrictive medium; S. cerevisiae BB579 growth, OD615, 48 h; inhibition, % at 10 µM; 140,000 compounds, 0.51% hits;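 active = inhibition above a set limit, 3 SD over the mean compound inhibition, cut at about 44% in these data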; also: inactives centre near -24
#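 System: Saccharomyces cerevisiae DeaD strain BB579, replicative lifespan model yeast. Buffer or medium: restrictive glucose-based CSMM-D medium. Doses: one dose, 10 µM compound with 0.25% DMSO. Timing: 4 h preincubation and 48 h exposure at 30 °C. Detection: turbidity as optical density at 615 nm. Benchmarks: amphotericin B 10 µg/mL, positive.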
# NPY Y2 blocker: NPY-Y2 (human) receptor antagonism. AID 793. P49146. inhibition, % at 2.7 µM. NPY-Y2 expressing cells, antagonist mode. 140,000 compounds, 0.99% hits; in the data active = inhibition above about 17%;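 also: 0% = vehicle with agonist challenge and 100% = reference antagonist with challenge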
# Target sequence (P49146 whole entry, looked up): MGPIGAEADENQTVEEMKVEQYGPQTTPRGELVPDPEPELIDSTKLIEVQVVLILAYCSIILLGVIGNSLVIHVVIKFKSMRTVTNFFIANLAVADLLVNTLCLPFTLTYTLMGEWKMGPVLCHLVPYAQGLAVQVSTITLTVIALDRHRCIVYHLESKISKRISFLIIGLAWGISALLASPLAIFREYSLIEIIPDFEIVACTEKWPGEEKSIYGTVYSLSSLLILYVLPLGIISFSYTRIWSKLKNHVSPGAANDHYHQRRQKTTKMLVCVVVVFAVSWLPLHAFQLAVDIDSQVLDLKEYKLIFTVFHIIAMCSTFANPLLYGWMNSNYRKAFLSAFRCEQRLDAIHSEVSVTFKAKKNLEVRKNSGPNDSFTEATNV
# Phagocyt inh: blocks phagocytosis by macrophages | J774A.1 macrophage IgG-bead phagocytosis, imaging | inhibition, % at 5 µM | 110,000 compounds, 0.07% hits | AID 1029;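 active = inhibition above the mean of the plate negative controls plus 5 SD, cut at about 13% in these data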;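 also: phagocytic index as fraction of beads internalized from green versus red external bead signal; plate controls were DMSO negative control for no effect and cytochalasin-D positive control for full effect; some results beyond the cut were filed as inactive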
# HCT116 bCat-KO: beta-catenin-lacking colon tumor cell growth suppression; HCT116 beta-catenin knockout viability, CellTiter-Glo, 60 h; active compounds read low; viability, % at 10 µM; 140,000 compounds, 1.5% hits;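 active = viability at or under a set limit, the compound median less 4 SD, cut at about 6% in these data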;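 also: 0% = Hyamine 1622 control at 20 µM and 100% = untreated cell control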
# E-sel TNF inh: blocks E-selectin expression induced by TNF alpha | HUVEC TNFa-induced E-selectin immunofluorescence, high content | inhibition, % at 2 µM | 120,000 compounds, 0.71% hits;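 active = inhibition above the batch mean plus 3 SD, and confirmed as a hit on visual image review, cut at about 43% in these data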;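 also: 0% = TNF-stimulated DMSO wells and 100% = unstimulated control wells; not every result past the cut was called active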
# An asterisk follows results filed as active; · = not tested or not shown.
SMILES,GALR2 blocker,Measles CPE,Yeast life ext,HCT116 PTEN-null,MRP-1 activ,BB579 growth dn,NPY Y2 blocker,Phagocyt inh,HCT116 bCat-KO,E-sel TNF inh
COc1cccc(C2C(C(=O)Nc3ccccc3)=C(C)N=c3s/c(=C/c4ccc(OCC(=O)O)cc4)c(=O)n32)c1 (centres undefined),13,4,-4,102,-0.9,-11,2,0,101,·
CCOc1ccccc1NC(=O)CSc1nnc(-c2ccco2)o1,17,10,-19,98,-2.5,-4,8,-1,103,-3
O=C(Nc1cccc2ccccc12)N1CCN(Cc2ccc3c(c2)OCO3)CC1,16,3,-19,1.3*,-2.2,-47,1,0,9,25
COc1cc(C(=O)OCC(=O)Nc2cc(C)on2)ccc1OCc1ccccc1Cl,0,14,-23,96,0.0,-33,6,0,85,·
CC1Cc2ccccc2N1C(=O)CSc1nnc(CNc2ccccc2)o1 (centres undefined),-5,18,-12,115,-1.0,-45,4,0,101,9
O=[N+]([O-])c1cnc(N2CCCCC2)c([N+](=O)[O-])c1,-6,17,3,91,-1.6,-27,2,-12,88,·
CCOC(=O)c1cnc(SC)nc1Nc1cccc(F)c1,-9,0,-10,67,-2.9,-20,3,0,57,·
CC1CN(C(=O)N(C)C)CCN1C(=O)N(C)C (centres undefined),19,4,-18,111,-2.5,-39,1,-1,103,14
O=C(c1ccco1)c1nnn(Cc2ccccc2)c1-c1ccccc1,2,2,-2,92,-0.9,-50,0,0,88,-15
O=C(Nc1cc(=O)c2ccccc2o1)N1CCCCC1,8,13,-8,103,-0.6,7,5,-1,114,-36
CC(=O)N1CCN(CCN(CC2C(C)C=C(C)CC2C)C(C)=O)CC1 (centres undefined),-8,8,-12,95,-1.4,-39,0,-2,95,14
COc1ccc(NC(=O)CSc2nnc(Cc3cccn3C)n2-c2ccc(C)cc2)cc1OC,-4,13,-11,112,-2.0,-20,0,-2,102,·
COc1ccc(-c2nn(-c3ccccc3)cc2C2CC(c3cccs3)=NN2C(=O)CCCC(=O)O)cc1 (centres undefined),-20,8,2,91,-0.3,-28,7,0,95,5
C/C(=N\NC(=O)c1ccc(Cl)c(S(=O)(=O)Nc2ccccc2Cl)c1)c1ccncc1,-22,14,-5,97,-3.2,-31,2,-8,102,·
C[C@H]([C@@H](N)C(=O)N[C@@H](C(=O)O)[C@@H]1O[C@H](n2ccc(=O)[nH]c2=O)[C@@H](O)[C@H]1O)[C@@H](O)c1ccc(O)cn1,-3,21,2,88,-1.4,-37,3,·,100,·
Cc1onc(-c2ccccc2)c1C(=O)NC(=S)Nc1sc2c(c1C#N)CCCC2,16,23,1,98,-0.9,-10,5,-8,93,-10
COc1cccc2c(=O)n(CC(=O)N3CCCc4ccccc43)ccc12,1,2,2,71,-2.6,8,3,0,60,·
CCC(CC)NC(=O)c1cc(OC)c(OC)c(OC)c1,10,21,-14,91,-3.0,-48,2,-1,96,-6
O=C(NCc1ccco1)c1cc([N+](=O)[O-])cc([N+](=O)[O-])c1,1,4,4,79,-4.0,-36,7,3,77,0
CCOc1cc(/C=N/NC(=O)COc2ccccc2C)ccc1OC(=O)c1cccs1,-8,13,-7,83,0.7,-33,7,·,90,4
O=C(COC(=O)c1cccc(S(=O)(=O)NCc2ccccc2)c1)c1ccccc1,6,7,0,97,-2.3,-22,1,1,99,8
COc1ccc(CCN2CNc3c(c(=O)n(C)c(=O)n3C)C2)cc1,10,25,-3,92,-0.5,-35,2,-2,89,-27
CCCCNC(=O)Cn1c2c(c(-c3ccccc3Cl)cc1=O)CCC2,-2,10,-8,85,-1.0,-1,3,1,93,7
CCN(CC)CCNC(=O)Cn1nc(-c2ccc(C)cc2)ccc1=O,3,6,-3,103,-1.3,-8,3,·,99,2
Cc1ccc(-c2cc(N)n(-c3ccc(C)cc3)n2)cc1,2,4,-17,92,0.7,-29,2,3,100,-1
COC(=O)c1sccc1NC(=S)Nc1ccc(F)cc1,1,6,2,90,-0.5,-5,-1,-1,89,·
C=CCc1cc(Cl)ccc1OCCN(C)C,1,19,-9,100,-3.6,-5,3,4,90,25
O=C(Nc1nccs1)C1CC(=O)N(c2ccccc2Cl)C1 (centres undefined),0,5,0,95,0.1,-33,-2,-1,103,18
CC1(c2ccc(Cl)cc2)NC(=O)N(CC(=O)N2CCCC2)C1=O (centres undefined),3,12,-5,97,0.8,8,3,0,100,·
CCOC(=O)CC(=O)CSc1ccc2nnc(-c3cccc(F)c3)n2n1,-9,6,-6,97,-0.8,-56,-1,2,83,-42
CCOC(=O)c1cccc(NC(=O)Cn2c(CC(=O)N3CCCC3)nc3ccccc32)c1,1,31,-2,97,-0.7,-12,-3,-3,105,0
CCOC(=O)c1cnn(-c2cc(Oc3ccccc3)ncn2)c1N,-6,5,-24,90,-0.3,-28,1,·,85,22
Cn1c(=O)[nH]c(=O)c2c1nc(SCCN1CCCCC1)n2CCCc1ccccc1,19,13,-1,82,-4.6,-12,6,0,91,-12
Cc1cccn2c(=O)c3cc(C(=O)NCCc4ccccc4)c(=N)n(CCCn4ccnc4)c3nc12,-5,8,-13,11,-7.0,-3,4,1,8,59
CC1CCCCN1C(=O)c1ccc(S(=O)(=O)N2CCCCC2C)cc1 (centres undefined),-7,5,-5,86,-0.3,-19,1,-1,84,·
COc1ccc(CCN2C(=O)CC(NNC(=O)c3cccc(O)c3)C2=O)cc1 (centres undefined),8,21,4,95,-1.8,-18,1,-11,99,-23
CCn1c2ccccc2c2cc(NC(=O)COC(=O)c3ccccc3Br)ccc21,-15,16,0,63,-1.6,-34,8,-1,71,·
CCCC1OC23CCCCC2C(C#N)(C(=N)O3)C1(C#N)C#N (centres undefined),6,10,-17,101,-3.0,-19,-2,-3,106,22
O=C1CC(Cc2ccc(Cl)cc2)C(=O)N1c1ccccn1 (centres undefined),-6,3,0,101,0.4,-20,-1,3,96,3
Cc1cccc(C(=O)Nc2cc(C)ccc2NC(=O)COc2ccccc2)c1,11,2,-15,88,-0.1,-23,0,·,86,-79
C=CCn1c(SCC#N)nc2c(c1=O)C(C)(C)Cc1ccccc1-2,5,·,-17,68,-1.6,-14,10,2,85,-52
CCCN(CCC)CCCNC(=O)c1cc2c(=O)n(C)c3ccccc3c2n1C,2,4,5,52,-6.2,-16,2,0,58,15
Cc1cccc(OC(=O)Cn2c(C(F)(F)F)nc3ccccc32)c1,1,8,-19,100,-3.8,-19,9,1,91,-7
CC1CN(C(=O)c2ccc(COCC(F)(F)F)o2)CC(C)O1 (centres undefined),-11,10,0,98,-0.6,-20,-1,0,86,11
OCC1OC(n2nnc3ccccc32)C(O)C(O)C1O (centres undefined),-1,34,13,102,-0.2,3,2,0,96,·
O=C(NCC1CCCO1)c1ccc2c(=O)n(CC3CCCO3)c(=S)[nH]c2c1 (centres undefined),9,1,0,94,1.1,-36,1,0,108,14
O=C(Cc1ccc(Br)cc1)Nc1ccccc1Sc1ccccc1,0,2,-2,57,0.4,-20,5,-2,64,-55
O=C(CNC(=O)c1cccs1)NCCN1CCC(Cc2ccccc2)CC1,-2,15,2,93,-3.1,-6,3,-9,91,·
CC1(C)Cc2c(c(-c3ccco3)[nH]c(=O)c2C#N)CO1,-5,4,-16,102,-2.1,-6,-2,·,105,2
COCCCN1C(=O)c2ccc(C(=O)NCc3ccco3)cc2C1=O,5,17,-9,91,-0.5,4,3,2,86,·
COC(=O)c1ccc(-c2sc3nc(N4CCOCC4)c4c(c3c2N)CC(C)(C)OC4)o1,-6,3,-5,94,-4.2,-42,0,1,87,-40
Cc1ccc2cc(CCNC(=O)C(C)C)c(=O)[nH]c2c1C,11,2,-6,100,0.5,-13,0,0,109,·
O=C(COC(=O)C1CCC(=O)N1)Nc1cc(Cl)ccc1Cl (centres undefined),-14,38,-6,95,4.6,-17,0,-12,95,·
CCCCn1c(CN(C)Cc2ccccc2)nc2c1c(=O)n(C)c(=O)n2C,-11,10,-6,18,-0.9,-42,10,0,17,-2
CC1(O)N(Cc2ccccc2)C(=O)OC12CCCCC2 (centres undefined),11,1,-9,97,-1.5,-31,0,0,84,·
Cc1ccc(N2CCCCn3c2nc2c3c(=O)n(CC(=O)O)c(=O)n2C)cc1,5,13,-13,100,1.7,-13,3,0,100,3

# Part of the list above, with values under each structure.
# Every second line gives: GALR2 blocker | Measles CPE | Yeast life ext | HCT116 PTEN-null | MRP-1 activ | BB579 growth dn | NPY Y2 blocker | Phagocyt inh | HCT116 bCat-KO | E-sel TNF inh
- O=C(COC(=O)C1CCC(=O)N1)Nc1cc(Cl)ccc1Cl (centres undefined)
  -14 | 38 | -6 | 95 | 4.6 | -17 | 0 | -12 | 95 | ·
- CC1(C)Cc2c(c(-c3ccco3)[nH]c(=O)c2C#N)CO1
  -5 | 4 | -16 | 102 | -2.1 | -6 | -2 | · | 105 | 2
- COCCCN1C(=O)c2ccc(C(=O)NCc3ccco3)cc2C1=O
  5 | 17 | -9 | 91 | -0.5 | 4 | 3 | 2 | 86 | ·
- Cc1ccc2cc(CCNC(=O)C(C)C)c(=O)[nH]c2c1C
  11 | 2 | -6 | 100 | 0.5 | -13 | 0 | 0 | 109 | ·
- CC1(O)N(Cc2ccccc2)C(=O)OC12CCCCC2 (centres undefined)
  11 | 1 | -9 | 97 | -1.5 | -31 | 0 | 0 | 84 | ·
- Cc1ccc(N2CCCCn3c2nc2c3c(=O)n(CC(=O)O)c(=O)n2C)cc1
  5 | 13 | -13 | 100 | 1.7 | -13 | 3 | 0 | 100 | 3
- CCCCn1c(CN(C)Cc2ccccc2)nc2c1c(=O)n(C)c(=O)n2C
  -11 | 10 | -6 | 18 | -0.9 | -42 | 10 | 0 | 17 | -2
